HBB splice mod = hemoglobin beta splicing modulation; HBB splicing reporter cell assay, activation; EGFP reporter with mutant IVS2-654 intron; response scale: normalised to 500 nM splice-correcting PNA; Potency, µM (highest dose often 46.1 µM), for the others: at the top dose activation, hits mostly activators; 0.06% of 65,000 active; note: potency is the fitted concentration of half-maximal effect; 0% is about no effect
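Compounds were applied for 2 days to HeLa EGFP-654 cells, 500/well in Optimem with 2% FCS. The reporter's EGFP is disrupted by mis-splicing of beta-globin intron IVS2-654. Readout: summed well GFP fluorescence from 488 nm laser scanning; reference was 500 nM antisense […] 654 PNA.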
ERK AVP block = inhibitors of vasopressin-stimulated ERK signaling pathway. AID 995. HEK293-V1b, vasopressin-stimulated pERK AlphaScreen. Potency, µM (titrated, usually from 57.5 µM), inactives show at the top dose activity, negative = inhibition, most hits filed as inhibitors. 0.99% of 72,000 active; note: potency is the fitted concentration of half-maximal effect; % is set by controls: 0 for no effect and ±100 for the full control effect; nearly all actives have a fitted effect of over 55% in size
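V1b-HEK293 cells; cpd 30 min 37C; 25 nM vasopressin 5 min; lyse 10 min; AlphaScreen beads 5 hr RT. Normalized to DMSO basal and 25 nM vasopressin; AC50 by Hill fit.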
Hsp90 Hop PPI = changes Hsp90-Hop TPR2A binding signal, up or down | AlphaScreen TPR2A-His6 binding biotin-Hsp90 C-terminal peptide | Potency, µM (series often up to 57 µM), inactives show top-dose activity change, negative = inhibition | 0.44% of 71,000 active; active = well fitted curve in either direction with a large enough effect; inconclusive = small, poorly fitted or top-dose-only effect, or another doubt; note: potency is the fitted concentration of half-maximal effect; % is set by controls: 0 for no effect and ±100 for the full control effect; many of its hits are not listed in these tables
Tau filament bind = binders of human tau filaments. Potency, µM (top dose mostly 57.1 µM), without a hit: at the highest dose activity change, negative = inhibition. recombinant tau filaments, thioflavin S fluorescence, 15 h; filaments grown with octadecylsulfate alongside compound. 2% of 71,000 active. AID 596;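 note: potency is the fitted concentration of half-maximal effect; % is set by controls: 0 for no effect and ±100 for the full control effect; actives lower thioflavin S fluorescence by blocking filaments or displacing dye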
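Recombinant tau protein (human, 1 uM final) plus 30 uM ODS in HEPES pH 7.4 with NaCl, DTT and thioflavine S. Compound present from the start; fluorescence at 510 nm after 15 h, 37 C.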
Luciferase inh = blocks Photinus pyralis firefly luciferase activity | purified firefly luciferase, luminescence, 8 min | Potency, µM (doses to about 57.1 µM), without a hit: at the highest dose activity change, negative = inhibition, usual class: inhibitors | 2.2% of 72,000 active; note: potency is the fitted concentration of half-maximal effect; % is set by controls: 0 for no effect and ±100 for the full control effect; nearly all actives have a fitted effect of over 40% in size
Target sequence (P08659 whole entry, looked up): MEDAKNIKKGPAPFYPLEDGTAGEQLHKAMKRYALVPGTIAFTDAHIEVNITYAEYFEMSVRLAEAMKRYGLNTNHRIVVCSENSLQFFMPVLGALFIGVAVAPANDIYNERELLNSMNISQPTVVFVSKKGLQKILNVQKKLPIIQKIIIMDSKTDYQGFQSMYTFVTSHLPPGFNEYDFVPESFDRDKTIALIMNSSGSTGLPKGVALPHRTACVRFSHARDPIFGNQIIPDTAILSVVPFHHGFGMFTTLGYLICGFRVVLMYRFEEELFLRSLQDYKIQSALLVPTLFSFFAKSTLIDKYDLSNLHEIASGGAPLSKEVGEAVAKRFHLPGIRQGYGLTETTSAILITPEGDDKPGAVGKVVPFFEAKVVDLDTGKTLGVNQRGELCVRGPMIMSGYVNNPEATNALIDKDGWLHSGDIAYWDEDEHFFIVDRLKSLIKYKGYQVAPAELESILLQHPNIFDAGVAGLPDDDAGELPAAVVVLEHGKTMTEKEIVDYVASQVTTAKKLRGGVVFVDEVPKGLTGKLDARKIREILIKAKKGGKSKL
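Titration-based qHTS; buffer 50 mM imidazole pH 7.2, 50 mM KCl, 7 mM MgCl2, 10 uM ATP, 0.01% Tween 20, 0.05% BSA; luciferase/luciferin detector mix added after compound; 8 min, ambient; luminescence.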
CRE-bla Fsk = alters forskolin-stimulated CRE reporter signaling in CHO cells | 2.5% of 71,000 active | CHO CRE-bla reporter (cAMP response element driving beta-lactamase), forskolin EC10, beta-lactamase ratio | Potency, µM (titrated, usually from 38.2 µM), for the others: at the top dose activity change, negative = inhibition, hits mostly activators; active = well fitted activation curve with a large enough effect in the signal ratio, with a control signal flat, not every such curve was filed as active; inconclusive = small, poorly fitted or top-dose-only effect, or effect the other way, or a change in a side signal; the % refers to the signal ratio; note: potency is the fitted concentration of half-maximal effect; % of control where 0% means no effect
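CRE-bla CHO reporter cells treated with compound titration plus EC10 NKH 477 (water-soluble forskolin), incubated 3 h at 37 °C; CCF4 loading 2 h at room temperature, 460/530 nm emission ratio read, AC50 values derived for positive or negative modulators.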
DNA Pol III inh = inhibitors of bacterial DNA polymerase III holoenzyme | reconstituted DNA polymerase III holoenzyme replication, biochemical | Potency, µM (top dose mostly 57.1 µM), for inactives: top-dose activity change, negative = inhibition | 0.25% of 71,000 active | AID 603; note: potency is the fitted concentration of half-maximal effect; % is set by controls: 0 for no effect and ±100 for the full control effect
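Reconstituted *E. coli* holoenzyme (0.35 nM Pol III, 1 nM beta, 154 nM SSB, 2 nM primase) was preincubated with compound for 15 min at RT. Synthesis on 1.4 nM ssM13Gori ran 35 min, then was stopped with PicoGreen/EDTA and read as dsDNA fluorescence.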
Epigenetic mod = epigenetic GFP locus derepression in mouse cells | mouse C127i GFP locus derepression, cytometry, 30 h | Potency, µM (highest dose often 46.1 µM), for inactives: at the highest dose GFP derepression (activation) | 0.09% of 68,000 active | AID 597; note: % of control where 0% means no effect
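Murine C127i mammary cells carrying a silenced, stably integrated CMV-driven GFP reporter were treated with compound for 30 hours at 37 C. After PBS washes, GFP-positive cells were counted by laser-scanning microplate cytometry.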
Ub-GFP proteasome = ubiquitin-GFP accumulation via proteasome inhibition; Ubiquitin-GFP reporter cells, proteasome inhibition, GFP fluorescence; response scale: untreated = 0%, 10 µM MG-132 = 100%; Potency, µM (top dose mostly 45.9 µM), for inactives: top-dose activation (GFP accumulation), most hits filed as activators; 67,000 tested, under 10 active; AID 526; active = well fitted activation curve with a large enough effect, not every such curve was filed as active; inconclusive = small, poorly fitted or top-dose-only effect, or another doubt; inactive = no such curve, though single readings can be large or run the other way; note: potency is the fitted concentration of half-maximal effect
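U2OS cells stably expressing ubiquitin(G76V)-GFP, seeded overnight in 0.5% FBS medium, were exposed to compounds (qHTS, 46 uM to 2.9 nM) for 4 hr at 37 °C. GFP-positive cells were counted by laser cytometry (488 ex/515 em), normalized between basal and 10 uM MG-132.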
ALOX15 inhib = inhibitors of human 15-lipoxygenase (ALOX15). 1.4% of 74,000 active. Potency, µM (highest dose often 57.1 µM), for inactives: at the top dose activity change, negative = inhibition, most hits filed as inhibitors. purified 15hLO-1, xylenol orange hydroperoxide absorbance. AID 887; note: potency is the fitted concentration of half-maximal effect; % is set by controls: 0 for no effect and ±100 for the full control effect; nearly all actives have a fitted effect of over 55% in size
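40 nM 15hLO-1 + cpd, 15 min RT; start w/ 50 uM AA (final), 6 min RT; stop/detect w/ 200 uM XO + 300 uM Fe(II) in 50 mM H2SO4, 30 min; A573/A405. Buffer 25 mM Hepes pH 7.5, 0.01% Triton X-100. No-enzyme wells as negative control.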
HADH2 inhib = HADH2 (human) dehydrogenase inhibition; Q99714; recombinant HADH2, NADH fluorescence, beta-hydroxybutyryl-CoA; Potency, µM (doses to about 57.1 µM), for inactives: at the top dose activity change, negative = inhibition, usual class: inhibitors; 3.4% of 73,000 active; note: potency is the fitted concentration of half-maximal effect; % is set by controls: 0 for no effect and ±100 for the full control effect; nearly all actives have a fitted effect of over 60% in size; many of its hits are not listed in these tables
Target sequence (Q99714 whole entry, looked up, one chain of several): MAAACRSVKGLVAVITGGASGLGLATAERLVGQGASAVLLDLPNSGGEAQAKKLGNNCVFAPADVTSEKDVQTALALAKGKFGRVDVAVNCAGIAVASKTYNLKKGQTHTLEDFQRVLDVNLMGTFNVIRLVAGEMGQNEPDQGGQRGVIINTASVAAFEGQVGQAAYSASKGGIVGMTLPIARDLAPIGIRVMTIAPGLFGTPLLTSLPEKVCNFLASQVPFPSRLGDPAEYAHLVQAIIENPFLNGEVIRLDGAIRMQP
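Read-out: 360 nm excitation, 450 nm emission, kinetic over 4 min. Conditions: His-tagged human HADH2 20 nM, pH 9.0 Tris with Tween-20, 1 mM NAD+, 90 uM beta-hydroxybutyryl-CoA.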
Numbers without * were called inactive; ? = inconclusive; · = not tested or not shown; [ ] = another dose, or the depositor's remark. Unless noted, calls come from the whole dose curve; as a rule, active = well fitted curve in the direction sought with a large enough effect; inconclusive = small, poorly fitted or top-dose-only effect, or another doubt; inactive = no such curve, though single readings can be large; an effect the other way counts as inactive or inconclusive.

Second line of a record: HBB splice mod	ERK AVP block	Hsp90 Hop PPI	Tau filament bind	Luciferase inh	CRE-bla Fsk	DNA Pol III inh	Epigenetic mod	Ub-GFP proteasome	ALOX15 inhib	HADH2 inhib
COCCNC(=O)C(c1ccc(Cl)cc1)N(C(=O)CCC(=O)Nc1ccccn1)C1CCCC1 (centres undefined)
→ 0.2%[57.5 µM]	-8.9%	-4.7%	-3.4%	1.8%	-7.8%	-5.3%	2.3%	0.9%	-9.4%	13.7%
CC(C)N1C(=O)c2ccc(C(=O)O)cc2C1=O
→ 1.0%	-9.6%	-1.7%	-3.2%	-1.5%	-3.0%	-4.4%	3.2%	1.6%	1.8%	6.0%
CC(C)N(Cc1nc(-c2ccc(Cl)cc2)no1)C(=O)CN(C)S(=O)(=O)c1ccc(Cl)cc1
→ 0.5%	-9.0%	?	-7.7%	0.4%	-15.8%	-2.3%	-2.7%	5.5%	-13.7%	0.8%
CCN(CC)Cc1cc(Nc2ccnc3cc(Cl)ccc23)ccc1O
→ -1.2%[20.6 µM]	-6.1%[25.7 µM]	-4.0%[26 µM]	3.16µM*	6.4%[25.5 µM]	4.7%[17.1 µM]	-3.0%[25.6 µM]	-1.2%[20.6 µM]	3.0%[20.5 µM]	1.6%[25.6 µM]	9.3%[25.6 µM]
O=C(Nc1ccccc1)C1=C(N2CCOCC2)/C(=C/c2cccnc2)CC1
→ 0.4%	-12.8%	-1.7%	16.5%	5.9%	?	0.5%	1.1%	-1.1%	8.0%	-1.2%
Cc1cc(C(=O)CSc2nc3ccc(Cl)cc3[nH]2)c(C)n1C
→ -0.2%[57.5 µM]	-22.9%	-10.7%	-14.9%	-5.7%	-16.6%	-8.2%	-1.6%	-3.8%	25.1µM*	-9.5%
CCCC(=O)NC1C2CC3CC(C2)CC1C3 (centres undefined)
→ -0.9%	-4.7%	-1.0%	-1.4%	1.3%	0.1%	-2.2%	-2.9%	5.7%	14.6%	5.4%
CCOc1ccc(NC(C)=O)cc1
→ 1.2%	-10.1%	-5.2%	7.0%	6.3%[25.5 µM]	-0.8%	-0.3%	-0.6%[20.6 µM]	6.4%[20.5 µM]	-13.0%	-8.4%
Cc1csc(NC(=O)C2CCCN2C(=O)Oc2ccccc2)n1 (centres undefined)
→ 0.8%	-12.5%	-3.7%	-1.8%	-0.1%	-4.2%	7.3%	2.2%	1.3%	5.5%	9.4%
O=C(COc1ccccc1)Nc1nc(-c2cccs2)cs1
→ -0.2%[57.5 µM]	-17.0%	6.8%	25.8%	0.9%	15.7%	9.3%	1.6%	-1.9%	-17.2%	-21.6%
COc1ccc(NC(=O)NC(C(F)(F)F)C(F)(F)F)cc1
→ -0.9%	-18.3%	3.7%	-13.2%	1.7%	7.9%	-6.7%	-1.8%	-11.6%	3.2%	19.0%
O=c1cc(Nc2ccc3c(c2)OCCO3)[nH]c(=O)n1Cc1ccc(F)cc1
→ 3.1%	-28.8%	-3.1%	-15.4%	-5.1%	?	-2.8%	2.4%	-3.9%	7.8%	4.8%
COC(=O)CCN(C)CCC(=O)OC
→ -0.5%	11.0%	3.1%	2.3%	-0.3%	-2.5%	-0.3%	2.0%	2.0%	-8.8%	11.5%
Cc1ccc(C)c2[nH]c(=O)c(CCNC(=O)CC(C)C)cc12
→ 0.7%	·	3.8%	-6.2%	4.8%	?	0.7%	·	2.2%	5.8%	5.9%
CC(NS(=O)(=O)c1ccc(Cl)cc1)C(c1cccs1)N1CCN(C)CC1 (centres undefined)
→ 2.3%	27.9%	1.1%	-26.0%	1.4%	?	-1.9%	0.0%	-3.3%	?	15.2%
COc1cc(NC(=O)c2nccnc2C(=O)O)cc(OC)c1
→ 0.2%	·	-4.3%	-20.5%	2.9%	-0.1%	-3.2%	·	-1.5%	-2.4%	2.3%
Cc1ccc(C)c(N(CC(=O)NC2CCCCC2)C(=O)CCC(=O)Nc2ccccn2)c1
→ -0.2%[57.5 µM]	-30.0%	-1.8%	7.4%	-1.2%	-3.9%	0.4%	1.0%	4.3%	?	8.5%
CCN(CC)S(=O)(=O)c1ccc(Cl)c(C(=O)Oc2cccnc2)c1
→ ·	-12.5%	-0.5%	-8.5%	1.7%	4.3%	-5.4%	-1.4%	1.9%	7.9%	-16.9%
CN(C)C(CNc1nnnn1-c1ccccc1)c1ccco1 (centres undefined)
→ -2.9%	3.9%	-1.3%	2.3%	0.1%	0.6%	-8.9%	2.3%	-6.6%	-5.4%	3.5%
CCN(CC)CCNC(=O)CCc1nn(C)c(=O)c2ccccc12
→ -3.7%[57.5 µM]	-2.2%	3.2%	-5.6%	1.6%	-6.5%	3.6%	2.2%	5.5%	4.1%	-1.6%
Nc1n[nH]c(-c2ccccc2)c1-c1ccccc1
→ -0.5%	?	-5.9%	1.6%	2.9%	-4.1%	-2.7%	-3.3%	2.9%	6.5%	13.3%
C=CCSC1=C(C#N)C(c2ccccc2C)CC(=O)N1 (centres undefined)
→ ·	?	0.7%	4.1%	6.1%	-1.7%	2.2%	-1.4%	1.8%	?	-13.4%
COc1cc(C)c(C(N)=O)c(OC)n1
→ -1.5%	-3.4%	-10.6%	8.2%	2.4%	2.6%	-2.7%	-1.4%	0.0%	-0.8%	5.1%
O=C1C(C=NCc2ccccn2)=C(O)c2ccccc21
→ 0.4%	-1.8%	-11.3%	-15.9%	-22.4%	?	-6.8%	-1.2%	7.8%	6.8%	-4.3%
O=C(NCCCCNC(=O)C1CCCC1)C1CCCC1
→ -0.2%	-8.8%	-3.0%	-1.5%	0.2%	0.9%	2.0%	4.7%	3.5%	2.8%	5.7%
CCCCS(=O)(=O)Nc1ccc2ncn(C)c(=O)c2c1
→ -0.1%	-10.7%	-2.5%	-0.1%	1.3%	2.5%	-2.2%	6.2%	4.2%	5.2%	?
Cc1nnc(SCCCn2c(N3CCCCC3)nc3c2c(=O)[nH]c(=O)n3C)s1
→ -1.2%	6.4%	?	1.0%	-1.4%	2.3%	0.8%	2.9%	-7.2%	43.5%[activator]	-5.4%
Cc1onc(-c2ccccc2Cl)c1C(=O)Nc1ccc(-c2nnc3n2CCCCC3)cc1
→ -3.3%	-46.4%	-3.2%	-4.0%	2.3%	?	-2.3%	0.0%	-8.3%	-2.6%	12.0%
COc1ccc(C(=O)NCc2nnc(SCC(=O)N3CCCCC3)o2)cc1OC
→ 0.3%	6.8%	-1.1%	-6.3%	1.6%	3.2%	-3.4%	-1.1%	0.0%	-0.6%	-1.4%
CC1(C)c2ccccc2N2CC(=O)N(CC(N)=O)C21C (centres undefined)
→ 1.9%[0.369 µM]	-5.8%	-10.1%	?	-3.5%	?	4.4%	0.0%	·	0.2%	-16.1%
O=C(Cn1ccc2ccccc2c1=O)NCCC(=O)N1CCN(C2CCCCC2)CC1
→ 4.2%[0.369 µM]	?	19.0%	0.6%	2.6%	8.3%	-10.9%	-2.1%	·	-2.3%	-6.7%
O=C(NCCc1ccccc1)c1ncn[nH]1
→ -0.1%	-13.1%	3.8%	-4.4%	1.3%	0.2%	-0.6%	-3.2%	-0.9%	4.0%	-1.1%
N=c1n(Cc2ccccc2)c2ccccc2n1CC(O)c1ccccc1 (centres undefined)
→ -1.5%	-2.5%	-1.7%	17.5%	0.3%	-1.5%	-11.9%	2.9%	-7.7%	-6.9%	10.2%
O=C(c1oc(=O)c2ccccc2c1-c1ccccc1)N1CCOCC1
→ -1.4%	7.8%	-3.3%	-41.3%	-0.5%	?	-7.6%	1.4%	-8.7%	-4.4%	3.4%
O=C(NCCCN1CCCC1=O)Nc1ccc(Cl)cc1
→ 0.2%	-25.1%	-2.9%	6.6%	-4.3%	0.7%	-3.9%	0.0%	-2.9%	-1.5%	-8.9%
COc1cccc(S(=O)(=O)Nc2ccc(C(=O)N3CCN(C(=O)c4ccco4)CC3)cc2)c1
→ 0.6%	-20.6%	-4.4%	18.4%	-2.4%	-0.4%	1.2%	4.3%	-2.5%	5.6%	6.3%

The list is partial; count on the stated rates, not on these rows.
